High-throughput results: PubChem, several laboratories
RGS4-Gao reg – human RGS4-Galphao interaction regulation; binding response (% of control), % at 10 µM; P09471; 220,000 tested, 0.33% active; AID 1415; Multiplexed bead flow cytometry, RGS4-Galphao binding; actives lie on both sides; in the data active means binding response below about 49% or above about 150%; inactive means in between;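 further: fluorescent Galphao activated with aluminum fluoride binding bead-coupled RGS4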
Target sequence (P09471 whole entry, looked up): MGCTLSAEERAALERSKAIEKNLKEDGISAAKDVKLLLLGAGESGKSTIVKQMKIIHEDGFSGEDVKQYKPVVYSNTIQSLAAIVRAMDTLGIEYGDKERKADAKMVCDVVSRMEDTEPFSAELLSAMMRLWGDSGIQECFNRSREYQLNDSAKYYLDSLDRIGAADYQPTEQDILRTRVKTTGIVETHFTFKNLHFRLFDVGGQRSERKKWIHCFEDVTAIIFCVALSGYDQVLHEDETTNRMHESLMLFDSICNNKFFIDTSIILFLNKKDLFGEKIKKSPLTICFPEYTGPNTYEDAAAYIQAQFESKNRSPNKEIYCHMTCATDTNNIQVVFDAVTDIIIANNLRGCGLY
Bim-Bcl-W – inhibitors of Bim-Bcl-W interaction, human; Q92843; 190,000 tested, 0.02% active; bead-based flow cytometry, Bim peptide-Bcl-W binding; AID 952; inhibition, % at 10 µM;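 further: 0% = bound tracer without compound and 100% = peptide blocker; higher means less fluorescent Bim peptide bound to Bcl-W beads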
Bim-Bcl-B – human Bim-Bcl-B interaction inhibition; inhibition, % at 10 µM; bead-based flow cytometry, Bim peptide-Bcl-B binding; 190,000 tested, 0.073% active; Q9HD36;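 further: 0% = tracer peptide without compound and 100% = reference inhibitor peptide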
Target sequence (Q9HD36 whole entry, looked up): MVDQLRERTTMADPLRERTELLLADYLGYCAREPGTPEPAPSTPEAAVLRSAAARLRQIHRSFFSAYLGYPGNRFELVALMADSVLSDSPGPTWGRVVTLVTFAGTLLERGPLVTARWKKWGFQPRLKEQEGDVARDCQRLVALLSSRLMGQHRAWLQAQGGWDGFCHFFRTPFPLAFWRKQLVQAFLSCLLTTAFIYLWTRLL
RGS8-Gao – human RGS8-Galphao interaction regulation; 220,000 tested, 0.34% active; P09471; multiplexed bead flow cytometry, RGS8-Galphao binding; actives lie on both sides; AID 1423; response (percent of control binding), % at 10 µM; in the data active means response below about 60% or above about 140%; inactive means in between;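 further: Galphao activated as the GDP aluminium fluoride complex binding bead-coupled RGS8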
GSH bead fluor – compound fluoresces at 488/530 nm on GSH beads; GSH beads flow cytometry, compound fluorescence 488/530 nm; active compounds read high; fluorescence (KMESF) at 10 µM; 190,000 tested, 0.25% active; AID 1776; in the data active means fluorescence above about 89;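 further: glutathione beads carrying GST-tagged Bcl family fusion proteins plus one bare bead set; values are compound well signal with DMSO vehicle wells as background; inactives centre near 16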
Bim-Bcl-XL – human Bim-Bcl-XL interaction inhibition; Q07817; Bim peptide-Bcl-XL binding, bead flow cytometry, fluorescence; inhibition, % at 10 µM; 190,000 tested, 0.04% active
Target sequence (Q07817 whole entry, looked up): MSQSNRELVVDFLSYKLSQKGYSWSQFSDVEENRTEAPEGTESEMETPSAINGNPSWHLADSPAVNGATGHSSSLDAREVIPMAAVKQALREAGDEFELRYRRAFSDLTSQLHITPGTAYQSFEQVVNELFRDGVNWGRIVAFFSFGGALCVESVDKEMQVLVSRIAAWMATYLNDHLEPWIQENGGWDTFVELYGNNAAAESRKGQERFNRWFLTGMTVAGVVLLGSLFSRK
RGS7-Gao – human RGS7-Galphao interaction regulation; P09471; Multiplexed bead flow cytometry, RGS7-Galphao binding; actives lie on both sides; binding response (% of control), % at 10 µM; 220,000 tested, 0.35% active; AID 1439; in the data active means binding response below about 49% or above about 150%; inconclusive means no clear call, values can overlap the other calls; inactive means in between;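 further: fluorescent Galphao held in activated GDP-AlF4 state binding bead-coupled RGS7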
Bim-Bcl-2 – inhibitors of Bim-Bcl-2 interaction, human. P10415. Bead-based flow cytometry, Bim peptide-Bcl-2 binding. inhibition, % at 10 µM. 190,000 tested, 0.06% active. AID 950; in the data active means inhibition above about 40%; inconclusive means no clear call, values can overlap the other calls;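 further: 0% = no compound wells with probe peptide and 100% = reference peptide inhibitor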
Target sequence (P10415 whole entry, looked up): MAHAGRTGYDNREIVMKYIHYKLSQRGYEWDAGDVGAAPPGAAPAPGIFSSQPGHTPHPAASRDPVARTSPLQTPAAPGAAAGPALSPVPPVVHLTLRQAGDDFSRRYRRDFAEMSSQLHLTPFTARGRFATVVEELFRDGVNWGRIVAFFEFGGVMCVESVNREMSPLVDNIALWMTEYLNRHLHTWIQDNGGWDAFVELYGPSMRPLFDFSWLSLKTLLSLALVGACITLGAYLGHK
Bim-Mcl-1 – disrupts Bim peptide binding to human Mcl-1. inhibition, % at 10 µM. 190,000 tested, 0.1% active. Bead-based flow cytometry, Bim peptide-Mcl-1 binding;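 further: 0% = no compound tracer wells and 100% = peptide blocker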
Mcl1-Bid inh – Mcl-1/Bid interaction inhibition. 220,000 tested, 0.97% active. inhibition, % at 21.7 µM. TR-FRET Mcl-1/Bid-Dy647 peptide binding, 1536-well;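 active means compounds that cut the binding signal by more than half at the single screening dose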;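 further: His-tagged Mcl-1 with europium anti-His antibody binding Bid BH3 peptide; 0% = Mcl-1 plus peptide wells and 100% = peptide-only wells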
Bim-Bfl-1 – human Bim-Bfl-1 interaction inhibition; Q16548; Bead-based flow cytometry, Bim-Bfl-1 binding inhibition; inhibition, % at 10 µM; 190,000 tested, 0.12% active;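 further: 0% = wells without compound plus tracer and 100% = blocker peptide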
Active calls of the source: *; ? = inconclusive; · = not tested or not shown; & = joins results of further samples. Unless noted, no stated cut-off is given here; in the data, active means inhibition above about 40%.

SMILES	RGS4-Gao reg	Bim-Bcl-W	Bim-Bcl-B	RGS8-Gao	GSH bead fluor	Bim-Bcl-XL	RGS7-Gao	Bim-Bcl-2	Bim-Mcl-1	Mcl1-Bid inh	Bim-Bfl-1
NC(=O)[C@H](Cc1cc2ccccc2s1)NC(=O)[C@@H]1CC2(CC(c3cccc(NC(=O)[C@@H]4CCC(=O)N4)c3)=NO2)CN1C(=O)/C=C/Sc1ccccc1 (stereo partly drawn)	98	0	-5	100	19	-3	99	-1	-2	35	0
CCOc1ccccc1C1C(C#N)=C(N)Oc2cc(C)n(C)c(=O)c21 (stereo not drawn)	103	3	2	102	16	-1	99	0	0	-26	0
Cc1ccc(/C(CSc2nccn2-c2ncc(C(F)(F)F)cc2Cl)=N\O)cc1	107	-4	-5	103	14	-2	103	-1	-7	-17	-2
O=C(c1cccc(S(=O)(=O)Nc2ccccc2F)c1)N1CCN(c2ccccc2F)CC1	101	-1	-2	101	15	-2	?	-2	-2	-4	-3
O=c1c2ccccc2nnn1CSc1nnc(-c2cccc(S(=O)(=O)N3CCCCC3)c2)o1	101	0	-6	104	24	-5	99	-6	-3	-17	-9
Cn1c(-c2cnn(-c3ccccc3)c2N)n[nH]c1=S	100	-3	-13	101	16	-6	100	-3	-5	-63	-8
Cc1noc(/C=C/N(C)C)c1S(=O)(=O)N1CCN(c2ccccc2)CC1	104	-4	-4	115	21	-6	104	-9	-5	-13	-7
O=C(CCc1nc(-c2ccccc2F)no1)NC1CCN(Cc2ccccc2)CC1	101	-3	-9	104	24	-7	103	-13	-6	-24	-15
Cc1ccc(SCC(=O)NC(=O)c2ccc(S(=O)(=O)N(C)C)cc2)cc1C	101	1	-2	96	6	0	102	2	0	-8	1
Cc1cc(C=C2C(=O)c3ccccc3C2=O)c(C)n1C	96	0	-3	105	9	-5	94	-11	1	-27	-20
Cc1ccccc1C(=O)N/N=C1\SCC(=O)N1Cc1ccco1	104	0	0	104	15	0	102	0	2	-1	-2
Cc1ccc(S(=O)(=O)N2CCN(C(=O)CCN3C(=O)c4ccccc4C3=O)CC2)cc1C	102	1	-1	102	8	0	102	1	1	-27	1

Complete entries from above. Order of values: RGS4-Gao reg, Bim-Bcl-W, Bim-Bcl-B, RGS8-Gao, GSH bead fluor, Bim-Bcl-XL, RGS7-Gao, Bim-Bcl-2, Bim-Mcl-1, Mcl1-Bid inh, Bim-Bfl-1
`Cn1c(-c2cnn(-c3ccccc3)c2N)n[nH]c1=S` in the list: 100, -3, -13, 101, 16, -6, 100, -3, -5, -63, -8
`Cc1cc(C=C2C(=O)c3ccccc3C2=O)c(C)n1C` in the list: 96, 0, -3, 105, 9, -5, 94, -11, 1, -27, -20
`O=C(c1cccc(S(=O)(=O)Nc2ccccc2F)c1)N1CCN(c2ccccc2F)CC1` in the list: 101, -1, -2, 101, 15, -2, ?, -2, -2, -4, -3

Continuation.
SMILES	RGS4-Gao reg	Bim-Bcl-W	Bim-Bcl-B	RGS8-Gao	GSH bead fluor	Bim-Bcl-XL	RGS7-Gao	Bim-Bcl-2	Bim-Mcl-1	Mcl1-Bid inh	Bim-Bfl-1
Cc1cc(C)c(C)c(OC(=O)c2sc(Cl)nc2C)c1	101	-5	-3	98	16	-4	97	-4	-6	-17	-6
COc1ccc(NC2CC(=O)N(c3cccc(C)c3)C2=O)cc1 (stereo not drawn)	104	2	-3	101	11	-3	104	-6	0	-11	-9
O=C(NNC(=S)Nc1ccccc1)C1CCCCC1	100	-1	-26	101	19	-5	101	-3	-2	-31	-1
Cc1c(C#N)c(N)nc2c3c(sc12)NC(=O)CC3c1ccccc1 (stereo not drawn)	97	-5	-5	95	10	-6	95	2	-3	2	5
CCCCc1ccc(NC(=S)NN2CCOCC2)cc1	103	-6	-6	98	15	-7	94	-5	-4	9	-4
CC1CCCN(c2ccc(C(=O)NCC3CCCO3)cn2)C1 (stereo not drawn)	97	1	-7	99	46	-5	98	-6	0	-7	-7
CCOC(=O)c1c[nH]c2c(C)ccc(Cl)c2c1=O	107	1	1	101	12	1	108	2	3	-29	-3
CCc1c(C(=O)NNC(=S)NCCc2ccccc2)csc1C	92	·	·	96	148*	·	97	?	·	-31	·
CCOC(=O)c1c(C)[nH]c(C(=O)COC(=O)C2=NNC(=O)CC2)c1C	95	-2	-4	91	12	-4	96	-2	-4	-27	2
COCCOc1nc2ccccc2nc1C	99	-2	-6	101	22	-10	102	-5	-5	-1	-24
O=C(CSc1nnc(Cc2ccccc2)o1)NCc1ccc2c(c1)OCO2	107	-2	-3	106	9	-2	?	-1	0	-23	-5
COC(=O)c1c(NC(=O)c2ccccc2)sc(C(=O)c2ccccc2)c1C	98	0	0	98	19	0	94	-1	3	-48	0
O=C(O)CCCCCNC(=O)Nc1ccc2c(c1)OCCO2	99	2	-4	99	12	-2	101	-6	2	-31	-7
CN1CCN(C(=O)CCc2nc(-c3ccc(Cl)cc3)no2)CC1	104	0	0	101	10	1	102	0	1	-42	-5
COc1ccc(-c2nnn(CC(=O)c3c[nH]c4ccccc34)n2)cc1OC	100	6	-9	100	54	7	101	-10	-4	4	-14
CN(C(=O)C1CCCO1)c1nnc(-c2cnccn2)s1 (stereo not drawn)	81	0	-9	85	13	-3	79	-7	0	-32	-10
CCN(CC)C(=O)c1ccccc1NC(=O)c1ccccc1SC	93	0	-2	93	9	-4	92	-2	-1	-15	-5
O=C(N/N=C/c1ccc(Br)cc1)c1ccccc1-n1cccc1	99	-1	0	101	18	-2	103	0	-1	-55	-1
Cc1nonc1NC(=O)CSc1nc2ccccc2[nH]1	99	-1	-3	101	16	-1	99	-3	1	-25	-4
O=C(CSc1nnc(CNC(=O)c2c(F)cccc2Cl)o1)Nc1ccccc1	107	2	-5	108	16	-1	105	0	4	5	-12
N#Cc1c(N2C(=O)C3C4C=CC(C4)C3C2=O)sc2c1CCC2 (stereo not drawn)	100	0	-10	101	30	-5	101	-8	-1	-14	-17
Cc1nnc(SCCN2CCOCC2)n1-c1cccc(Cl)c1	95	-1	-10	96	18	-6	98	-9	-2	49	-17
C=CCN(C(=O)CNC(=O)c1ccco1)C(C(=O)NC1CCCCC1)c1ccc(OC)cc1 (stereo not drawn)	100	-2	1	102	17	-3	102	-12	-2	-4	-1
O=C(CSc1nnnn1-c1ccc(Cl)cc1)Nc1cccnc1Cl	102	-9	-12	101	15	-13	113	-11	-7	-28	-16
CN(C)c1nc2n(c(=S)n1)CCS2	99	3	-6	101	31	-5	98	-9	0	-26	-11
CCOC(=O)n1c(=O)n(Cc2ccc(F)cc2)c2ccccc21	111	-3	-1	125	12	-1	107	-5	-6	-2	-5
O=c1nc(NC2CCCC2)ccn1Cc1cccc(Br)c1	102	0	-3	103	17	0	100	-2	-1	3	-1
CC(C)(C)NC(=O)c1cnn(-c2ccccc2)c1NC(=O)c1ccccc1	101	1	-12	104	30	-9	107	-8	-1	-20	-15
C/[N+]([O-])=C\C1C(=O)CC(C)(C)CC1=O	102	0	1	101	13	-1	?	0	0	-29	-2
O=C(OCc1nnc(-c2ccccc2)o1)C1CC(=O)N(Cc2ccco2)C1 (stereo not drawn)	91	1	3	87	24	0	99	1	-1	-8	4
O=C(O)c1ccc(-n2nc(C(F)(F)F)c3c2CCCC3)cc1	101&101	0&-1	2&0	97&100	17&17	0&-2	?	2&-1	-1&2	-6&-5	6&0
CCCN(c1ccc(C(C)C)cc1)S(=O)(=O)c1c(C)[nH]c(=O)[nH]c1=O	106	-9	-4	101	19	-4	101	-1	-7	-23	0
COc1ccc(Cn2nnnc2C(c2ccccc2Cl)N2CCC(C(N)=O)CC2)cc1 (stereo not drawn)	99	0	-6	100	35	-6	98	-8	-4	-5	-17
COc1ccc(OC)c(NC=C2C(=O)OC3(CCCCC3)OC2=O)c1	93	-1	2	100	15	-1	96	-1	0	-33	1
O=C(NCCO)C(O)C(O)C(=O)NCCO (stereo not drawn)	104	-1	-2	103	15	-2	105	-4	0	-5	-4
CC1(C)CC(=O)C(C=NCC2CCNCC2)=C(O)C1	112	0	-6	104	26	-9	105	-9	0	-4	-12
O=[N+]([O-])c1ccc(COc2cccnc2)cc1	102	-3	-7	101	10	0	101	-4	-1	-7	-2
COC(=O)CSc1nc(-c2ccccc2)c2c(c1C#N)CCCC2	99	-2	-6	99	260*	0	103	-4	-9	-23	-12
COc1ccc(C2CC(c3ccccc3)n3nnnc3N2)cc1 (stereo not drawn)	90	-2	-5	90	29	-2	90	-9	-8	-7	-5
O=c1c2c(nc3nc(NCc4ccc(Cl)cc4)[nH]n13)CCC2	101	1	-5	100	9	-3	97	-1	0	-19	-5
CCNC(=S)SCCOc1ccccc1C	98	-1	-7	99	11	-6	102	-10	-2	-32	-16
CN(NC(=O)C(C)(C)C)c1nc(-c2ccccc2)nnc1C(F)(F)F	102	4	-12	100	46	-3	99	-11	-2	4	-12
FC(F)(F)c1cc(-c2cccs2)nc2ncnn12	91	-2	0	98	13	0	94	-2	1	-21	-4
CC(C)C(C)(C#N)NC(=O)CSc1nc(C2CCCCC2)n(-c2ccccc2)n1 (stereo not drawn)	99	-3	-6	101	5	-3	104	0	-2	-5	-1
CCOc1cc(CNc2ccc3c(c2)OCCO3)cc(Br)c1OC	102	-2	-4	100	17	-4	101	-1	-2	-26	-1
O=C(Nc1ccccc1C(=O)O)c1ccc(Br)o1	99	0	-11	98	37	-9	102	-8	-1	12	-15
Cn1ncc(Br)c1C(=O)N1CCOCC1	101	-3	-6	105	5	-3	100	0	-4	-9	-1
O=C(C1CCCO1)N1CCN(Cc2nc3ccccc3c(=O)[nH]2)CC1 (stereo not drawn)	98	-2	-3	98	37	-5	95	-10	-4	-11	-11
CN(Cc1ccccc1)C(=O)c1oc(=O)c2ccccc2c1-c1ccccc1	99	3	1	100	20	0	98	6	1	-9	0
Cn1cccc1/C=N\NC(=O)Cc1ccc(Br)c2ccccc12	106	0	-4	103	13	0	110	-2	0	-22	-5
COC(=O)C(C(=O)OC)N1C(=O)CCC1=O	96	0	-3	102	53	-3	100	1	-1	-14	-4
CCOC(=O)Cc1csc(NC(=O)c2ccc(S(=O)(=O)N3CCCCC3)cc2)n1	100	-4	-3	103	12	-9	99	-5	-6	-9	-6
COc1cccc2cc(-c3nc4ccccc4o3)c(=O)oc12	98	0	-4	101	15	-4	102	0	0	-15	0
Cc1ccc(OCCn2c(Br)nc3c2c(=O)n(C)c(=O)n3C)cc1	141	-9	-10	106	19	-8	132	-5	-7	-2	-7
O=C1C2C3C=CC(C3)C2C(=O)N1CCC(=O)N1CCc2ccccc21 (stereo not drawn)	97	-5	-6	97	15	-7	94	-2	-5	-7	-3
CCCCC1C(C#N)=C(C)NC2=C1C(=O)CC(C)(C)C2 (stereo not drawn)	100	2	-5	103	253*	4	103	-5	-5	-49	-11
Cc1cc(C)cc(NC(=O)CSc2cc(C(=O)c3nccn3C)c3ccccc3n2)c1	100	-5	-6	99	7	-5	101	-7	-4	-9	-2
CCOC(=O)c1cnc(SCC(C)C)nc1N	105	-6	-6	106	35	-12	101	-4	-5	-9	-8
O=C1c2ccccc2S(=O)(=O)N1Cc1cc(=O)n2ccsc2n1	99	-2	0	95	12	-4	93	-2	-1	-42	-2
CCCC(=O)Nc1ccc(NC(=O)c2ccccn2)cn1	102	-2	-8	101	18	-9	103	-7	-2	-8	-18
